# EPAC1 antag: EPAC1 (human) antagonism | EPAC1 GEF assay, Rap1b-BODIPY-GDP exchange fluorescence | Potency, µM (series often up to 115 µM), inactives show at the top dose activity change, negative = inhibition, hits mostly inhibitors | 360,000 compounds, 0.14% hits | AID 720709;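 also: potency is read from the fitted curve at half-maximal effect; plate controls were vehicle for no effect and positive control for full effect; nearly all actives have a fitted effect of over 50% in size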
# Target sequence (O95398 whole entry, looked up): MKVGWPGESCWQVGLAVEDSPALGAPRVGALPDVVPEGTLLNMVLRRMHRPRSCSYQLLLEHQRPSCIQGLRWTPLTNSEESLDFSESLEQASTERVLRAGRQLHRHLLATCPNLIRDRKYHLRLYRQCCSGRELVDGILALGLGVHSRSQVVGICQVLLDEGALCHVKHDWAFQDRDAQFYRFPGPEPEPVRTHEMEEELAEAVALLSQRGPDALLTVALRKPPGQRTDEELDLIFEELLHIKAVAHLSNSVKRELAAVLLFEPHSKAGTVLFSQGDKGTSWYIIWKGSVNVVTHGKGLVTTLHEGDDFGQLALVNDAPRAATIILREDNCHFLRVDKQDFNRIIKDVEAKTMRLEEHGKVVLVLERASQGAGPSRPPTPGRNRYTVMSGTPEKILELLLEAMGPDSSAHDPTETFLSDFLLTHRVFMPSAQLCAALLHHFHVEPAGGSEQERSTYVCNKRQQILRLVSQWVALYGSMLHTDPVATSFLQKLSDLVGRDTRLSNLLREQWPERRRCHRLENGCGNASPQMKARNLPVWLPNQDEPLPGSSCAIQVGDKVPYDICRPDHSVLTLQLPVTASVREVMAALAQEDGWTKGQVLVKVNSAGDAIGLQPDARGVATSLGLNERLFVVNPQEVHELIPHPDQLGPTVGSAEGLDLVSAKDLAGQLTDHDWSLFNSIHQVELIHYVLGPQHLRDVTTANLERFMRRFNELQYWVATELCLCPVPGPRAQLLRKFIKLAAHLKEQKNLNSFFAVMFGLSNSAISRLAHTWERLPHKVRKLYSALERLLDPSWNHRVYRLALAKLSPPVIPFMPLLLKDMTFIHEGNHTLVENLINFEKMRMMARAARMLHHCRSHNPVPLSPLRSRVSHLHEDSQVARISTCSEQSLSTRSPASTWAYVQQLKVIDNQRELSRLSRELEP
# FUS yeast rescue: suppressors of FUS proteinopathy in yeast; AID 1347120; S. cerevisiae FUS-expressing, growth rescue, OD600, 24 h; Potency, µM (doses to about 76.6 µM), for the others: top-dose growth rescue (activation), hits mostly activators; 390,000 compounds, 0.24% hits;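 also: potency is read from the fitted curve at half-maximal effect; plate controls were DMSO vehicle for no effect and reference control for full effect; nearly all actives have a fitted effect of over 55% in size; some results filed as inactive show a strong effect at the top dose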
#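 Galactose (2%) drives FUS expression in yeast precultured in raffinose; seeding density OD 0.005. Test compounds incubated 24hr at 30C and 99% humidity before absorbance at 600 nm was measured.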
# PLK1 PBD block: PLK1 (human) polo-box domain binding inhibition | P53350 | Plk1 PBD binding of FITC phosphopeptide, fluorescence polarization | Potency, µM, without a hit: max response, negative = inhibition, usual class: inhibitors | 360,000 compounds, 2.8% hits | AID 720504; also: potency is read from the fitted curve at half-maximal effect; series mostly up to about 57 µM; % is scaled to controls: 0 for no effect and ±100 for the full control effect; nearly all actives have a fitted effect of over 65% in size
# WRN inhibitor: WRN helicase (human) inhibition; WRN helicase unwinding, fluorescent forked duplex, kinetic; Potency, µM (highest dose often 114 µM), for inactives: at the highest dose activity change, negative = inhibition, hits mostly inhibitors; 360,000 compounds, 0.46% hits; AID 651768; also: potency is read from the fitted curve at half-maximal effect; % is scaled to controls: 0 for no effect and ±100 for the full control effect; nearly all actives have a fitted effect of over 55% in size
#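 Kinetic fluorescence helicase assay: unwinding of a quenched forked DNA duplex (100 nM final) with 2 mM ATP final raises red fluorescence (525/598 nm). Compounds sat 15 min at room temperature with 20 nM WRN beforehand.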
# PI5P4Ka inh: PI5P4K alpha (human) kinase inhibition. 330,000 compounds, 1.2% hits. max response, %. PI5P4Kalpha enzyme, ADP-Glo luminescence, 60 min; hits give low values; active = max response of -50% or lower; inconclusive = between -30% and -50%; inactive = -30% or higher; also: value at the top dose of about 77 µM; % is scaled to controls: 0 for no effect and ±100 for the full control effect
#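 Controls without substrate or without enzyme flank wells where PI5P4Kalpha converts substrate using 5 microM ATP (final). Incubation lasts 60 minutes at room temperature; ADP formed is read by ADP-Glo luminescence.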
# IL-2 act: IL-2 activation; IL-2 activation reporter assay, cell-based qHTS; stimulated with anti-CD3/CD4/CD28 beads; in transgenic mouse T cells; activation, % (series mostly up to about 46 µM); 360,000 compounds, 0.065% hits; AID 652025; in the data active = activation above about 50%; inconclusive = mostly about 30% to 49%; also: 0% is about no effect
#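 EGFP and DsRed fluorescence is measured by plate cytometry in unstimulated transgenic mouse T cells exposed to compound for 60 minutes, then stimulated 18 hours at 37 degrees C with anti-CD3/anti-CD4 beads plus anti-CD28.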
# Abeta rescue: A-beta toxicity reversal in yeast; yeast expressing A-beta42, growth rescue, OD600, 48 h; response scale: 0% DMSO, 100% iron-clioquinol control; Potency, µM (titrated, usually from 46.1 µM), inactives show at the top dose growth rescue, hits mostly activators; 410,000 compounds, 0.063% hits; AID 1347071; also: potency is read from the fitted curve at half-maximal effect; nearly all actives have a fitted effect of over 55% in size
#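 Yeast growth medium received pinned compounds, then yeast cells expressing toxic A-beta were added; plates incubated at 30 C for 48 hr. Growth read as absorbance at 600 nm, normalized to DMSO and equimolar FeCl3 plus clioquinol controls.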
# EPAC1 agonist: activates human EPAC1 exchange factor. O95398. EPAC1 agonist qHTS, biochemical assay; response scale: 100% = response to 6.5 mM cAMP. 360,000 compounds, 0.073% hits. Potency, µM (doses to about 154 µM), inactives show at the highest dose activation, usual class: activators; also: potency is read from the fitted curve at half-maximal effect; nearly all actives have a fitted effect of over 60% in size
#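 Fluorescent GDP-exchange assay: 100 nM EPAC1 with 250 nM Rap1B preloaded with BODIPY-GDP and 50 uM GDP; compounds tested as concentration series, 5 min at room temperature, then read every 5 min for 30 min (ex 480/em 540 nm); normalized to 6.5 mM cAMP.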
# Starred values were filed as active, the others as inactive; u = inconclusive; x = no result given; [ ] = another dose, or the depositor's remark. Unless noted, calls follow the shape of the dose curve; as a rule, active = well fitted curve in the direction sought with a large enough effect; inconclusive = small, poorly fitted or top-dose-only effect, or another doubt; inactive = no such curve, though single readings can be large; an effect the other way counts as inactive or inconclusive.
SMILES,EPAC1 antag,FUS yeast rescue,PLK1 PBD block,WRN inhibitor,PI5P4Ka inh,IL-2 act,Abeta rescue,EPAC1 agonist
CS(=O)(=O)N1CCN(c2ccccc2NC(=S)NC(=O)c2cccs2)CC1,5%,-8%,-7%,-5%[57.1 µM],-3,0.0,2%,4%
CC(C)OP(C)(=O)CN1CCN(CP(C)(=O)OC(C)C)CC1 (stereo unspecified),12%,4%,-2%,-6%[57.1 µM],x,-2.7,5%,-4%
O=C(Cn1cc([N+](=O)[O-])cn1)Nc1ccn(Cc2c(F)c(F)cc(F)c2F)n1,10%,6%,-8%,4%,x,-0.4,-8%,8%
CCC(CC(C)(C)O)C(=O)NNC(=S)Nc1ccccc1 (stereo unspecified),7%,0%,-4%,5%,-10,2.4,-13%,1%
CCCCn1c(N)c(N(CC(C)C)C(=O)CC(NC(=O)c2ccccc2)c2ccccc2)c(=O)[nH]c1=O (stereo unspecified),11%,u,-1%,1%,1,-2.6,5%,-12%
COc1ccc(CCC(=O)NCc2ccco2)cc1,-6%,4%,-17%,u,-28,-0.1,5%,-5%
Cc1cc2c(cc(C(=O)NCc3cccnc3)n2Cc2ccc(Cl)cc2)o1,0%,26%,-10%,-6%,x,1.0,-2%,23%
CCCCN(C(=O)c1cccc(S(=O)(=O)N2CC(C)OC(C)C2)c1)c1c(N)n(CC(C)C)c(=O)[nH]c1=O (stereo unspecified),-3%,17%,-2%,-23%,-3,-3.5,4%,-10%
O=C1CN(C(=O)COC(=O)CNS(=O)(=O)/C=C/c2ccccc2)c2ccccc2N1,-6%,7%,-10%,0%,3,-0.1,-2%,-9%
CCOC(=O)N1CCN(S(=O)(=O)c2cn(C)c(=O)n(C)c2=O)CC1,0%,-2%,-1%,-14%,-4,-0.9,10%,-6%
CC1CC(C)CN(c2ccc([N+](=O)[O-])nc2)C1 (stereo unspecified),11%,-36%,-10%,2%,2,2.8,26%,14%
CCc1cccc(NC(=O)CC2Oc3ccccc3NC2=O)c1 (stereo unspecified),-3%,-21%,-9%,-1%,0,0.3,-10%,-5%
CC1(C(=O)Nc2ccc3c(c2)OCCO3)CCN1C(=O)Cc1cc(F)ccc1F (stereo unspecified),-16%,-19%,2%,12%[57.1 µM],3,0.0,-9%,-11%
Cc1sc2ncnc(OCC(=O)NCc3cccs3)c2c1C,1%,x,-4%,-10%,4,-3.6,3%,10%
Cc1ccc2occ(/C=C/C(=O)c3ccccc3O)c(=O)c2c1,-5%,-15%,-14%,u,-6,0.1,-19%,17%
CC1CCN(C(=O)CCCC(=O)O)CC1,7%,x,-5%,1%,-2,-0.4,12%,-5%
COCCn1c(=S)[nH]c2cc(C(=O)N3CCN(Cc4ccc5c(c4)OCO5)CC3)ccc2c1=O,-5%,57%,-8%,-4%,x,-0.3,-7%,6%
N#Cc1cnc(SCC(=O)Nc2ccccc2C(F)(F)F)nc1N,-2%,20%,-4%,-4%,x,-0.9,6%,6%
Cc1c(C(=O)Nc2ccncc2)sc2nc(-c3ccc(F)cc3)cn12,-6%,-13%,-1%,5%,-4,-0.3,4%,-2%
CCOC(=O)C1(Cc2cccc(OC)c2)CCCN(S(=O)(=O)CC)C1 (stereo unspecified),-1%,2%,-4%,4%,18,1.7,3%,12%
Cc1onc(-c2ccccc2)c1C(=O)Nc1nnc(N(C)Cc2ccccc2)s1,-17%,u,-5%,-5%,1,3.5,3%,5%
CC1(C(=O)NS(=O)(=O)C2CC2)CCN(C(=O)c2ccc3c(c2)OCO3)C1 (stereo unspecified),6%,-33%,-4%,-3%,3,0.5,-10%,4%
CC(=O)c1ccc(OC(C)C)c(CC(C(N)=O)C(N)=O)c1,16%,-8%,4%,6%,-1,0.3,16%,1%
COc1ccc([C@@H]2Sc3ccccc3NC(=O)[C@@H]2O)cc1,-7%,1%,-3%,-8%,-3,0.1,u,5%
CCN(CC)CCn1c2c(c(SCC(=O)Nc3ccc4c(c3)OCCO4)nc1=O)CCC2,9%,-6%,6%,2%,4,-2.7,-9%,-8%

# New compounds follow
SMILES,EPAC1 antag,FUS yeast rescue,PLK1 PBD block,WRN inhibitor,PI5P4Ka inh,IL-2 act,Abeta rescue,EPAC1 agonist
Cc1cc(C)n(-c2ccnc3cc(Cl)ccc23)n1,10%,5%,2%,8%,-3,-1.5,14%,1%
O=C(NCc1ccc2c(c1)OCO2)c1cc(-c2ccccc2)on1,-2%,-1%,1%,-10%,x,-2.4,16%,6%
CCOC(=O)c1ccc(S(=O)(=O)NCCNCc2ccccc2)cc1,-6%,2%,-12%,-3%,0,-0.9,-1%,2%
COc1ccc(O)c(C(=O)CC(=O)c2ccncc2)c1,-7%,-2%,-4%,-10%,-1,0.5,-19%,-4%
CCn1c(CNC(=O)COc2ccc(C(C)C)cc2)nnc1SCC(=O)Nc1ccccc1,-12%,u,-9%,-4%,x,-3.7,3%,12%
COc1ccc(OCCCCc2c(C)n[nH]c2C)cc1,-2%,13%,-16%,-5%,-3,-0.7,u,13%
CCC(C)c1ccc(O)c(/C=N/O)c1 (stereo unspecified),2%,-6%,5%,-6%,3,1.5,-15%,1%
Cn1c(CCC(N)=O)nnc1SCC(=O)Nc1cc(S(=O)(=O)N2CCCC2)ccc1Cl,10%,5%,1%,-2%,-3,-2.2,15%,10%
COc1cc(OC)c(C(=O)NNC(=O)CN(C)S(=O)(=O)c2ccc(Cl)cc2)cc1OC,2%,-1%,-3%,2%,-2,-2.9,11%,-4%
COc1ccc(C=O)cc1COc1ccc(Cl)cc1[N+](=O)[O-],u,19%,-8%,-6%,x,1.1,-1%,6%
CCOC(=O)c1cc2sccc2n1CC(=O)Nc1ccc2c(c1)OCCO2,7%,-3%,2%,-4%,x,-0.6,10%,-8%
CCCCN(C)CCNC(=O)Cn1c(=O)sc2ccccc21,-3%,-11%,-5%,-2%,2,-3.3,-15%,4%
Cc1ccc(C(=O)O)cc1NC(=O)CSc1nnc(-c2ccccc2F)n1C1CCCCC1,-7%,10%,-3%,15%,-4,0.4,-11%,-4%
Cc1cccc(C)c1NC(=S)N/N=C/c1c(Cl)cccc1Cl,-10%,10%,-16%,6%,-7,-2.9,-5%,12%
O=C1c2c(O)cc(O)cc2O[C@H](c2ccc(O)c(O)c2)[C@H]1O,-22%,-23%,-17%,-8%[11.6 µM],-27,0.5,8%,0%
CCOC(=O)COc1nc(Nc2ccccc2C)nc(N(C)C)n1,4%,9%,2%,1%,0,-2.3,-1%,2%
CC1(C(=O)Nc2ccc(Cl)c(C(F)(F)F)c2)Cc2c(-c3ccc4c(c3)OCO4)ccnc2O1 (stereo unspecified),-18%,u,-7%,-5%,16,-0.3,-6%,3%
CC(C)C[C@@]12C(=O)N(c3cccc(Cl)c3)C(=O)N1[C@H](c1ccc(Br)cc1)[C@@H]1C(=O)N(C(C)(C)C)C(=O)[C@@H]12,-5%,15%,-7%,0%,-4,0.5,21%,-8%
COCCC(=O)N1CCCC(N2CCN(c3ccc(F)cc3)CC2)C1 (stereo unspecified),-1%,-2%,-10%,6%,4,-2.4,4%,3%
Cn1cccc1C1NC(=O)c2c(sc3c2CCC(C(C)(C)C)C3)N1 (stereo unspecified),-16%,14%,-10%,9%,x,-1.8,10%,6%
Nc1cc(C(=O)OCC(=O)NCCC2=CCCCC2)ccc1Cl,11%,-7%,-1%,3%,2,4.5,-13%,-3%
OCCCc1nc2ccccc2n1Cc1ccccc1,15%,-14%,-2%,-3%,-1,-0.6,-2%,20%
COc1ccc(-c2noc(CCCOc3ccc(Cl)cc3Cl)n2)cc1,-4%,5%,-19%,15%,22,0.9,-13%,10%
O=[N+]([O-])c1ccccc1/C=N/NC1=NS(=O)(=O)c2ccccc21,-13%,28%,-13%,-3%,-4,-2.3,-10%,-8%
O=C(Nc1ncccc1Cl)c1ccccc1F,12%,x,-3%,6%,5,-0.8,3%,-3%

# Next section
SMILES,EPAC1 antag,FUS yeast rescue,PLK1 PBD block,WRN inhibitor,PI5P4Ka inh,IL-2 act,Abeta rescue,EPAC1 agonist
COc1cc(CCC(=O)Nc2cnc3ccccc3c2)cc(OC)c1OC,8%,-11%,-29%,-9%,0,-0.2,7%,7%
O=C(CSc1nnc(CNC(=O)c2c(F)cccc2F)o1)NCc1ccco1,-12%,x,-14%,u,u,-4.2,-10%,-5%
COC(=O)c1ccc(NC(=O)CSCc2ccccc2C)cc1,0%,26%,0%,-9%,x,1.5,-9%,14%
CCN(C(C)=O)c1nc(CSc2nnc(NC(C)C)s2)cs1,-5%,14%,-11%,0%,8,-0.3,-4%,0%
Cc1c(CN2CCCC(CO)(Cc3cccc(Cl)c3)C2)cnn1C (stereo unspecified),2%,12%,-6%,-3%,2,1.4,7%,-5%
O=C(O)c1cc([N+](=O)[O-])ccc1NCc1ccccn1,5%,-24%,-3%,-9%,-14,0.4,-8%,-9%
COc1ccccc1C(=O)CSc1n[nH]c(N)n1,-3%,-13%,-29%,-2%,-1,-2.2,26%,2%
Oc1ccc(C2Nc3cccc4cccc(c34)N2)cc1,-12%,-4%,0%,9%,-17,-0.2,-26%,-2%
O=C(/C=C/Nc1ccccc1)c1ccc(Oc2ncccn2)cc1,11%,-24%,-7%,-9%,-1,2.6,10%,-4%
O=C(O)c1ccccc1C(=O)Nc1ccccn1,4%,4%,-2%,-1%,-1,-1.4,21%,-3%
COC(=O)c1ccc(C23CC4(C2)[C@H](CN(Cc2ccc(-c5ccccc5)cc2)[C@@H]4c2ccccc2)C3c2ccc(C(F)(F)F)cc2)cc1 (stereo partly specified),-4%,24%,-7%,-4%,5,0.5,2%,-16%
COc1ccc(OCc2cccc(C(=O)Nc3cc(C)on3)c2)cc1,0%,25%,-6%,2%,-4,-4.3,4%,15%
CCC1S/C(=N/S(=O)(=O)c2ccc(N)cc2)NC1=O (stereo unspecified),-6%,4%,4%,-13%,5,1.5,8%,-2%
NC(=S)N/N=C/c1coc2cc(Br)ccc2c1=O,-4%,-22%,-10%,-15%,-25,-0.6,-90%[inhibitor],0%

# Whole records, looked up by structure:
# Profile of COC(=O)c1ccc(NC(=O)CSCc2ccccc2C)cc1 : EPAC1 antag = 0%; FUS yeast rescue = 26%; PLK1 PBD block = 0%; WRN inhibitor = -9%; PI5P4Ka inh = x; IL-2 act = 1.5; Abeta rescue = -9%; EPAC1 agonist = 14%
# Profile of O=C(O)c1ccccc1C(=O)Nc1ccccn1 : EPAC1 antag = 4%; FUS yeast rescue = 4%; PLK1 PBD block = -2%; WRN inhibitor = -1%; PI5P4Ka inh = -1; IL-2 act = -1.4; Abeta rescue = 21%; EPAC1 agonist = -3%
